Htt clearance: clearance of mutant huntingtin inclusions, primary screen, imaging, HeLa Exon1htt(103Q)mCFP, confocal imaging | aggregate imaging; zero = plate's median compound well | inhibition, % at 1.5 µM | actives 0.42% (n = 47,000) | AID 853, 2007;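 active means inhibition of aggregate fluorescence above about 70%, also judged a hit by eye on the cell image, limit read from the data, passing the limit was not always enough; inconclusive means no rule stated for this call; inactive means not judged a hit on image review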;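 further: cells exposed to compound for three days before fixation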
Htt clearance grain fraction: also measured in Htt clearance; calls as there; fraction fluorescence in grains; measured here: aggregate grain fluorescence fraction; hits give low values;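 scaled fraction of total cell fluorescence in grains with unit not stated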
* marks the source's active call; other numbers are inactive results; ? = inconclusive; . = not tested or not shown. An excerpt (hit frequency here may not be typical).

SMILES	Htt clearance	Htt clearance grain fraction
O=C(NCc1ccco1)Nc1ccc(Br)cc1	-35	27
COc1ccc(-c2nc(-c3ccc(Br)o3)no2)cc1	-32	49
COc1ccc(S(=O)(=O)n2nc(C)cc2C)c(C)c1C	12	28
CC(=O)c1cccc(NC(=O)NC(C)C2CCCO2)c1 (stereo not drawn)	-22	21
CC(C)c1nnc(NC(=O)CCS(=O)(=O)c2nc(-c3cccs3)cc(C(F)(F)F)n2)s1	-61	55
CCOC(=O)N1CCN(C(=O)CN(Cc2ccc(Cl)cc2)S(C)(=O)=O)CC1	12	41
Cc1ccc(Cl)cc1NC(=O)Cn1cccc1	-34	49
O=c1c2ccccc2nnn1CSc1nnc(-c2cccnc2)n1-c1ccccc1F	-10	48
COc1ccc(C(=O)N2CCN(C3CCC(c4ccccc4)CC3)CC2)cc1OC (stereo not drawn)	-11	22
Cc1nc(CCNC(=O)COc2ccccc2)cs1	74*	12*
COn1c(-c2ccccc2)nc2c1CCc1c-2no[n+]1[O-]	34	20
CCCCCCOc1ccc(OC(=O)c2ccncc2)cc1	-42	26
Cc1noc(C)c1C(=O)NCc1ccco1	68	5.8
CCc1c(C)nc(N)n2c(SCC(=O)Nc3ccccc3OC)nnc12	26	25
Cn1cccc1C(=O)OCc1cc(Cl)cc2c1OCOC2	3	34
O=S(=O)(Cc1cc(-c2ccc(Cl)cc2)no1)c1ccccc1	-4	40
CC(C)(C)NC(=O)Nc1ccccc1C(N)=O	22	15
CC(C)C(=O)Nc1cccc(C(=O)Nc2ccc3c(c2)OCO3)c1	27	16
O=C(c1ccc(O)cc1)c1ccc(C(=O)O)c(C(=O)O)c1	-39	27
CN(C)CCn1c(=O)n(Cc2ccco2)c(=O)c2c3c(sc21)CCCCC3	26	27
CCN(c1ccccc1)S(=O)(=O)c1ccc(C(=O)Nc2nccs2)cc1	34	12
Cc1cccc(N2CCN(C(=O)CN3CCOc4ccccc43)CC2C)c1 (stereo not drawn)	-12	46
Cc1cc(C(=O)CSc2nnnn2C)c(C)n1-c1cccc(F)c1	-17	37
Cc1ccc(NC(=O)C2CC(=O)NC(N3CCc4ccccc43)=N2)cc1 (stereo not drawn)	-12	32
CCC(C)N(C(=O)CSc1nc(-c2ccccc2)cs1)C1CCS(=O)(=O)C1 (stereo not drawn)	-16	44
CCCCCc1c(C)nc(Nc2ccccc2)[nH]c1=O	4	35
O=C/C(=C\Nc1ccccn1)c1nc2cc(Cl)ccc2o1	-40	26
Cc1ccc(-c2nc3c(cnn3-c3ccccc3)c(=O)o2)cc1	9	18
CCOc1ccc(S(=O)(=O)Nc2ccc(C(=O)N/N=C(\C)c3ccc(-n4ccnc4)cc3)cc2)cc1	-94	41
CCSc1ccccc1C(=O)Nc1nncs1	-10	20
C=CCNC(=O)CSc1nc2cc(C(=O)OCC)ccc2n1CC	4	20
Cc1ccc(NC(=O)CSc2nnc(Cn3cnc4ccccc43)o2)c(C)c1	-21	49
O=C(C1Cc2ccccc2O1)N1CCCCC1 (stereo not drawn)	5	30
CCCOc1c(OC)cccc1C1CC(=O)Nc2cc3c(cc21)OCCO3 (stereo not drawn)	5	20
CCOC(=O)Nc1ccc2c(c1)OCO2	53	19
Cc1ccc2[nH]c3c(c2c1)CN(C(=O)CN1c2ccc(F)cc2CCC1C)CC3 (stereo not drawn)	-8	43
Cc1cc(-n2c(C)cc(C(=O)CSc3nnnn3-c3ccc(Cl)cc3)c2C)no1	20	15
CCOC(=O)c1ccoc1CSCc1ccc(C(=O)OC)o1	-22	49
Cc1ccc(C(=O)C2=C(O)C(=O)N(CCCn3ccnc3)C2c2ccc(OC(C)C)cc2)o1 (stereo not drawn)	-8	21
O=c1oc2cc(O)ccc2c2ccccc12	-6	25
C=CCn1c(SCC(=O)Nc2cccc3ccccc23)nnc1-c1cnccn1	29	25
NC(=O)CSc1nc2ccccc2c(=O)n1Cc1ccco1	26	13
CCOC(=O)c1cccc(NC(=O)c2cnccn2)c1	-33	49
Cc1cccc2cc(CN(Cc3cccs3)Cc3nnnn3Cc3ccccc3)c(=O)[nH]c12	21	30
Cc1ccc(Cl)cc1N1CCN(C(=O)Cn2ccc3ccccc3c2=O)CC1	39	26
COc1ccc(S(=O)(=O)N2CCN(Cc3cccc(Cl)c3)CC2)cc1	-33	22
Brc1cccc(Cn2c(-c3cncs3)nc3ccccc32)c1	-23	24
Cc1cc(=O)oc(C)c1C(=O)N1CCN(C)CC1	-55	58
O=C(CSc1nc2ccsc2c(=O)n1NC(=O)c1ccccc1)Nc1nccs1	-66	33
Cc1onc(-c2ccccc2Cl)c1C(=O)Nc1nnc(Cc2ccc(Cl)cc2)s1	-9	39

The list goes on:
SMILES	Htt clearance	Htt clearance grain fraction
CCC(C)C(=O)Nc1nc(C)c(-c2csc(Nc3ccccc3OC)n2)s1 (stereo not drawn)	16	33
COc1ccc(CCNC(=O)CCCCn2c(=O)[nH]c3ccccc3c2=O)cc1OC	-1	34
Cc1cccc2cc(CN(CC3CCCO3)C(c3nnnn3Cc3ccco3)C(C)C)c(=O)[nH]c12 (stereo not drawn)	26	15
CCCCn1c(S(=O)(=O)O)nc2ccccc21	-14	20
COc1ccc(NC(=O)CSc2nnc(C3CCCCC3)n2-c2ccccc2)cc1	-16	46
C=CCn1c(-c2ccccc2)c[nH]c1=S	-6	20
COc1ccc(CCNC(=O)C2CC2)cc1OC	?	.
Clc1ccccc1-c1nnc2sc(C3COc4ccccc4O3)nn12 (stereo not drawn)	11	17
Cc1noc(NS(=O)(=O)c2ccc(N/C=C/C(=O)c3ccncc3)cc2)c1C	-4	22
CC1Cc2nc(SCC(=O)N3CCCc4ccccc43)n(C)c(=O)c2S1 (stereo not drawn)	-238	104
Cc1cnc(NC(=O)CSc2nnc(CNc3ccc(F)cc3)n2CC2CCCO2)s1 (stereo not drawn)	54	8.3
Cc1cccc(N2C(=O)c3cccnc3C2=O)c1	-59	60
CC(C)Oc1ccc(C(=O)Nc2ccc(NC(=O)c3ccco3)c(Cl)c2)cc1	14	33
Clc1ccc(N2CCN(c3cnc4ccccc4n3)CC2)cc1	-16	44
O=C(Cn1cnc2c(nnn2Cc2ccc(F)cc2)c1=O)NCc1ccc2c(c1)OCO2	10	18
CCOC(=O)N1CCN(C(=O)Nc2ccc3nccnc3c2)CC1	-8	21
CC(=O)Nc1ccc(NC(=O)CSC2=NCCS2)cc1	39	21
Cc1cc2n(n1)SC(Nc1cccc3ccccc13)N2 (stereo not drawn)	-70	33
Cc1c(C(=O)NCCN2CCOCC2)oc2ccccc12	59	7
CCC(Sc1nc2cc3c(cc2c(=O)n1Cc1ccco1)OCO3)C(=O)NCCOC (stereo not drawn)	30	28
COc1ccc(NC(=O)C2CC(=O)N(C)C(=Nc3ccc4c(c3)OCO4)S2)cc1 (stereo not drawn)	42	18
CCOC(=O)Oc1ccc2c(c1)C(C)=CC(C)(C)N2C(=O)OCC	-1	20
O=S(=O)(NC1c2cccc3cccc(c23)C1N1CCNCC1)c1ccccc1 (stereo not drawn)	-7	38
CC(=O)c1c(C)[nH]c(C(=O)N2CCN(C(=O)c3ccco3)CC2)c1C	32	11
CCc1cccc(CC)c1N(COC)C(=O)Cn1c(CO)nc2ccccc21	-13	23
CC(=O)c1ccc(OCC(O)CN2C(C)CCCC2C)cc1 (stereo not drawn)	54	23
CCN1CCN(CCCNC(=O)c2cc3sccc3n2CC)CC1	2	33
CCOC(=O)c1cc(OC(=O)c2cccc([N+](=O)[O-])c2)n(-c2ccccc2)n1	-72	34
COCCN1C(=O)C(=O)/C(=C(/O)c2cccc(S(=O)(=O)N(C)C)c2)C12C(=O)N(C)c1ccccc12 (stereo not drawn)	20	36
COc1cc(NC(=O)Cc2cccs2)cc(OC)c1	-56	28

Some of these compounds in order of molecular weight, lowest first.
SMILES	Htt clearance	Htt clearance grain fraction
CCOC(=O)c1cccc(NC(=O)c2cnccn2)c1	-33	49
O=C/C(=C\Nc1ccccn1)c1nc2cc(Cl)ccc2o1	-40	26
Cc1ccc(-c2nc3c(cnn3-c3ccccc3)c(=O)o2)cc1	9	18
Cn1cccc1C(=O)OCc1cc(Cl)cc2c1OCOC2	3	34
CC(=O)Nc1ccc(NC(=O)CSC2=NCCS2)cc1	39	21
COc1ccc(-c2nc(-c3ccc(Br)o3)no2)cc1	-32	49
Cc1cccc(N2CCN(C(=O)CN3CCOc4ccccc43)CC2C)c1 (stereo not drawn)	-12	46
Brc1cccc(Cn2c(-c3cncs3)nc3ccccc32)c1	-23	24
CCOC(=O)c1cc(OC(=O)c2cccc([N+](=O)[O-])c2)n(-c2ccccc2)n1	-72	34
CC1Cc2nc(SCC(=O)N3CCCc4ccccc43)n(C)c(=O)c2S1 (stereo not drawn)	-238	104
Cc1ccc2[nH]c3c(c2c1)CN(C(=O)CN1c2ccc(F)cc2CCC1C)CC3 (stereo not drawn)	-8	43
O=c1c2ccccc2nnn1CSc1nnc(-c2cccnc2)n1-c1ccccc1F	-10	48
CC(C)c1nnc(NC(=O)CCS(=O)(=O)c2nc(-c3cccs3)cc(C(F)(F)F)n2)s1	-61	55
COCCN1C(=O)C(=O)/C(=C(/O)c2cccc(S(=O)(=O)N(C)C)c2)C12C(=O)N(C)c1ccccc12 (stereo not drawn)	20	36
CCOc1ccc(S(=O)(=O)Nc2ccc(C(=O)N/N=C(\C)c3ccc(-n4ccnc4)cc3)cc2)cc1	-94	41

Next records
SMILES	Htt clearance	Htt clearance grain fraction
COc1cccc(NC(=O)CNC(=O)c2cccs2)c1	-2	18
O=C1C2CC=C(Cl)CC2C(=O)N1CC1OCCc2ccccc21 (stereo not drawn)	-58	44
CCCCNC(=O)c1ccc2c(c1)ncn2C1CCCCC1	21	17
CCCCn1c(SCC(=O)Nc2cc(NC(=O)c3ccco3)ccc2C)nc2ccccc2c1=O	-27	28
CCOc1ccc2[nH]c(O)c(NC(C)=O)c2c1	-16	21
Cc1ccccc1-c1cc(-c2ccccc2O)n[nH]1	21	13
Cc1c(F)cccc1NC(=O)CCC(=O)O	-50	25
COc1cccc(N2C(=O)C3CC=C(Cl)CC3C2=O)c1 (stereo not drawn)	-8	20
O=C1CC(c2ccc(Cl)cc2)n2nc(N3C(=O)c4ccccc4C3=O)nc2N1 (stereo not drawn)	-15	20
COc1ccc(NC(=O)c2[nH]c(C)c(C(C)=O)c2C)cc1Cl	15	34
COc1ccc(-c2nnn(CC(=O)N(CCO)C(C(=O)NC3CCCC3)c3ccc(F)cc3)n2)cc1 (stereo not drawn)	-17	24
COC(=O)c1ccccc1NC(=O)c1nc2nc(C)cc(C)n2n1	11	15
Cc1ccccc1NCC(=O)N/N=C/C(Br)=C/c1ccccc1	-94	38
CC(C)CC1C(C#N)=C(N)Oc2n[nH]c(-c3ccccc3)c21 (stereo not drawn)	-131	45
CCn1c(SCC(=O)N(C(C)C)C(C)C)nnc1-c1cc2ccccc2cc1O	16	17
CC(C)Oc1ccc(N2CC(C(=O)Nc3ccccc3F)CC2=O)cc1 (stereo not drawn)	0	19
CN(c1ccc(C(=O)NCCSC(C)(C)C)cc1)S(C)(=O)=O	-24	23
CCC(C)NC(=O)CSc1nnc(-c2ccncc2)n1-c1ccc(OC)cc1 (stereo not drawn)	-4	36
COC(=O)CN(C)C1CC(=O)N(c2ccc(Cl)cc2)C1=O (stereo not drawn)	6	16
COc1ccc(CCNC(=O)CSc2nnnn2-c2ccccc2OC)cc1OC	4	30
Cc1noc(C)c1COc1ccc(C(=O)OCc2nnc(-c3ccc(Cl)cc3)o2)cc1	20	14
Nc1c(Nc2ccccc2)c2ccccc2oc1=O	8	18
CCC(C)NC(=O)CS(=O)Cc1nc(-c2cccc(C)c2)oc1C (stereo not drawn)	35	31
O=C(NCCCc1ccccc1)C1CC(=O)N(c2ccc3c(c2)OCCO3)C1 (stereo not drawn)	-10	20
Cc1ccccc1CN1C(=O)C2(OCCCO2)c2ccccc21	31	13
COc1cccc(NC(=O)c2cnsn2)c1	2	16
O=C(Nc1ccccn1)C1(c2ccccc2)CCCC1	-8	18
COc1ccccc1C(=O)Nc1ccc(S(=O)(=O)Nc2cc(C)nc(C)n2)cc1	-2	20
Cc1cccc2cc3c(N)c(C(=O)N4CCOCC4)sc3nc12	41	13
Cc1cccc(N2CCN(S(=O)(=O)c3ccc4c(c3)CCN4C(=O)CCC(=O)O)CC2C)c1 (stereo not drawn)	12	46

A different layout for some results above:
smiles | Htt clearance | Htt clearance grain fraction
Nc1c(Nc2ccccc2)c2ccccc2oc1=O | 8 | 18
O=C(Nc1ccccn1)C1(c2ccccc2)CCCC1 | -8 | 18

The list continues.
SMILES	Htt clearance	Htt clearance grain fraction
Cc1ccc(CNc2oc(-c3ccco3)nc2C#N)cc1	-11	22
O=C(CNC(=O)c1ccco1)NCC(=O)OCc1cccc(C(=O)Oc2ccccc2)c1	-55	30
COc1ccc(NC(=S)Nc2ccc3nc(C)c(C)nc3c2)cc1	1	33
CCOC(=O)c1c(C)[nH]sc1=S	-16	42
COc1cccc(OC)c1OCCOCCn1cnc2ccccc2c1=O	-7	20
CN(C)CCCn1c(NC(=O)C2CCCCC2)nc2ccccc21	0	16
Cc1cc(C)nc(SCC(=O)N2CCCCC2)n1	45	19
Cc1c(NS(=O)(=O)c2ccc(Br)s2)c(=O)n(-c2ccccc2)n1C	-1	17
COc1ccc(CCNC(=O)C23CN(Cc4ccccc4)CC2C(c2ccc([N+](=O)[O-])cc2)=NO3)cc1 (stereo not drawn)	22	30
CC1=C(n2nnc3ccccc32)C(c2ccccc2)C(C#N)=C(N)O1 (stereo not drawn)	67	6.6
Cc1cccc2cc(C#N)c(SCC(=O)NNC(=O)Cc3ccccc3)nc12	32	25
Cc1cccc(NC(=O)c2cc(S(=O)(=O)NCc3ccco3)ccc2F)c1C	8	32
Clc1ccc(Sc2oc(/C=N/n3cnnc3)cc2Br)cc1	4	35
C=CCn1c2ccccc2c2nnc(SC(CC)C(=O)Nc3nc(C)c(C(=O)OCC)s3)nc21 (stereo not drawn)	-102	77
Cc1nn(Cc2n[nH]c(=S)n2Cc2ccccc2)c(C)c1Cl	10	39
COc1ccc(S(=O)(=O)N2CCCC(C(=O)NCc3ccco3)C2)cc1Cl (stereo not drawn)	4	19
N#Cc1c(NCCCO)nc(-c2ccco2)c2c1CCCC2	-9	30
